BRCA1 expr up: activators of BRCA1 expression; MCF7-BRCA1-FFLuc reporter, luminescence, 48 h; response scale: scaled: vehicle 0%, 10 µM genistein 100%; Potency, µM (highest dose often 46.1 µM), for inactives: at the highest dose activation, hits mostly activators; 380,000 tested, 1.1% active; AID 624202; active means well fitted activation curve with a large enough effect; inconclusive means small, poorly fitted or top-dose-only effect; inactive means no such curve, though single readings can be large or run the other way; further: nearly all actives have a fitted effect of over 80% in size; some results filed as inactive show a strong effect at the top dose
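MCF7-BRCA1-FFLuc, 2000 cells/well; 2 h attach, 37 °C/5% CO2; compound 48 h; luciferase substrate 15 min; luminescence end-point. Norm. to genistein 10 microM max activation and DMSO; concentration-response curves fitted.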
* marks the source's active call; other numbers are inactive results; u = inconclusive. Potency means the concentration at half of the fitted maximal effect. An excerpt (hit frequency here may not be typical).

SMILES	BRCA1 expr up
Cc1cc(F)ccc1C(O)c1ncc(-c2ccccc2Cl)[nH]1 (configuration not stated)	12%
COc1cccc(CNC(=O)[C@@H]2CCCN2C(=O)[C@H]2CCCCN2C(=O)c2cccc(OC)c2)c1	0%
Nc1ncnc2c1ncn2[C@@H]1O[C@H](C(=O)N2CCN(c3nc4ccccc4o3)CC2)[C@@H](O)[C@H]1O	5%
Cc1ccc(CNC(=O)CN2CCN(Cc3ccc(F)cc3)C2=O)cc1	0%
COc1ccc(CN2C(=O)N(c3ccccc3)C(=O)C2c2ccccc2)cc1COc1ccc(NC(C)=O)cc1 (configuration not stated)	-27%
CCCCC[C@@H]1CCCCC[C@@H](O)C[C@H](O)[C@H](O)/C=C/C(=O)O1	-1%
CCOc1cc2ccccc2cc1C(=O)OCC(=O)Nc1ccc(Br)cc1	19%
CCC1CCCCN1CC(=O)Nc1cc(C)c2c(=O)oc3ccccc3c2n1 (configuration not stated)	-23%
COc1cc(OC)c(NC(=O)NCc2ccc3c(c2)CCN3C(=O)c2ccccc2)cc1Cl	-14%
CC1(C(=O)Nc2ccccc2Cc2ccccc2)CCN1Cc1ccccc1Cl (configuration not stated)	-13%
COc1ccc(NC(=O)c2cc(C3CCCCN3C(=O)c3cc(OC)c(C)c(OC)c3)on2)c(C)c1 (configuration not stated)	-42%
Cc1ccc(C(=O)NCC(=O)OCc2cc(=O)n3ccsc3n2)cc1	-3%
CC(=O)Nc1cc(-c2ccc(N(C)C)cc2)cn2c(-c3ccc(F)c(Cl)c3)cnc12	22%
Cc1cccc(C)c1NC(=O)c1oc2ccc3c(c2c1C)C(=O)CC(C)(C)O3	7%
COc1ccc(C2NC(=O)N(C)C3=C2C(=O)N(c2ccc(C)cc2)C3)cc1 (configuration not stated)	13%
S=c1[nH]nc2ccc3ccccc3n12	13%
CCOC(=O)N1CCC(NC(=O)c2ccc3c(c2)N(Cc2cc(C)ccc2C)C(=O)c2ccccc2S3=O)CC1 (configuration not stated)	-60%
Cc1cccc(-n2ccnc2SCC(=O)Nc2nc3ccccc3s2)c1	48%
CC(C)Cn1cc(NC(=O)N2CCN(c3cccc(C(F)(F)F)c3)CC2)c2ccccc2c1=O	-41%
CCc1nc2ccc(C(=O)Nc3ccc4c(c3)OCC(=O)N4)cn2c1N(C)Cc1nccn1C	-9%
CCC1CCCCN1CCCNC(=O)c1c(C)oc2ncn(CC(C)C)c(=O)c12 (configuration not stated)	0%
Cc1ccc(C(=O)NCC(=O)OCc2cc(=O)n3c(C)csc3n2)cc1	7%
Cc1ccc2c(c1)-c1ncc(C(=O)c3ccccc3O)cc1CO2	u
O=C(Nc1c(C(=O)Nc2ccc(F)cc2)oc2ccccc12)c1ccccc1F	7%
CCOC(=O)C1CCN(S(=O)(=O)c2cc(Br)cc3c2N(C(=O)CC)CC3)CC1	15%
CC(C)NC(=O)c1ccc(-c2ccc(F)c(F)c2)c2ccoc12	18%
CCOC(=O)C1(C)C=C(Nc2ccc(C)cc2)C(=O)N1c1ccccc1 (configuration not stated)	22%
COCCCNC(=O)Cn1c(=O)n(Cc2ccc(C(=O)NCc3ccc(C)cc3)cc2)c(=O)c2ccccc21	3%
CC(C)NC(=O)CSc1nc2ccccc2c(=O)n1Cc1ccc(C(=O)NC(C)C)cc1	18%
O=C(OCC(O)C1OC(c2ccccc2)OC(COC(=O)c2ccccc2)C1O)c1ccccc1 (configuration not stated)	4%
CC1(C)CC(=O)c2cc(C(=O)Nc3ccccc3)c(=O)[nH]c2C1	3%
CCOc1ccc(C(=O)Nc2ccc(-c3nc4cc(C)ccc4o3)cc2)cc1	32%
CCCCNC(=O)C1CCN(c2nc3ccccc3nc2C(F)(F)F)CC1	8%
COC(=O)c1ccc(NC(=O)COc2ccccc2C(=O)Nc2ccccc2)cc1	17%
COc1ccc(/C=C/c2ccc3ccccc3n2)c(OC)c1	-56%
Cc1cc2nc(-c3ccco3)c(Cc3ccccc3C(F)(F)F)n2c(C)c1Br	-39%
O=[N+]([O-])c1ccc(Cl)c(S(=O)(=O)/N=C(/Sc2ccc(Br)cc2)c2ccccc2)c1	8%
CSc1ccc(/C=C/c2ccnc3ccccc23)cc1	4.5µM*
C/C=C/c1cccc(-c2nc(C(=O)NC3CCC3)cc3c2[C@H](CCO)N(S(=O)C(C)(C)C)C3)c1 (some centres not stated)	-6%
COc1cccc(NC(=O)C2(C)CCN2Cc2ccccc2OC(F)F)c1 (configuration not stated)	-15%

Ordered by heavy-atom count (smallest number first): some entries from above
SMILES	BRCA1 expr up
CSc1ccc(/C=C/c2ccnc3ccccc23)cc1	4.5µM*
COc1ccc(/C=C/c2ccc3ccccc3n2)c(OC)c1	-56%
CC(C)NC(=O)c1ccc(-c2ccc(F)c(F)c2)c2ccoc12	18%
Cc1ccc2c(c1)-c1ncc(C(=O)c3ccccc3O)cc1CO2	u
Cc1ccc(C(=O)NCC(=O)OCc2cc(=O)n3c(C)csc3n2)cc1	7%
COc1cccc(NC(=O)C2(C)CCN2Cc2ccccc2OC(F)F)c1 (configuration not stated)	-15%
Cc1cc2nc(-c3ccco3)c(Cc3ccccc3C(F)(F)F)n2c(C)c1Br	-39%
O=C(Nc1c(C(=O)Nc2ccc(F)cc2)oc2ccccc12)c1ccccc1F	7%
COC(=O)c1ccc(NC(=O)COc2ccccc2C(=O)Nc2ccccc2)cc1	17%
CC(C)NC(=O)CSc1nc2ccccc2c(=O)n1Cc1ccc(C(=O)NC(C)C)cc1	18%
C/C=C/c1cccc(-c2nc(C(=O)NC3CCC3)cc3c2[C@H](CCO)N(S(=O)C(C)(C)C)C3)c1 (some centres not stated)	-6%
O=C(OCC(O)C1OC(c2ccccc2)OC(COC(=O)c2ccccc2)C1O)c1ccccc1 (configuration not stated)	4%
COCCCNC(=O)Cn1c(=O)n(Cc2ccc(C(=O)NCc3ccc(C)cc3)cc2)c(=O)c2ccccc21	3%

Next records:
SMILES	BRCA1 expr up
O=C(Nc1cccc(Oc2ccccc2)c1)C1Cc2c(-c3ccco3)ccnc2O1 (configuration not stated)	-48%
CCOC(=O)C1CCN(C(=O)CCS(=O)(=O)c2cc3c(cc2Cl)NC(=O)CO3)CC1	5%
O=S1(=O)CC(N2CCC(Cc3ccccc3)CC2)CN1C1CCCC1 (configuration not stated)	-2%
COc1cc(-c2cnc3c(NC=O)cc(-c4ccccc4Cl)cn23)cc(OC)c1OC	-63%
COCCNC(=O)C1(C)CCCN(C(=O)CCc2ccccc2)C1 (configuration not stated)	-12%
CCOC(=O)c1ccccc1NC(=O)CSc1nc2cn(CC)nc2c(=O)n1Cc1ccc(Cl)cc1	5%
Cc1ccccc1OC(C)C(=O)NCCNC(=O)C(C)Oc1ccccc1C (configuration not stated)	-17%
CCOC(=O)CCc1c(C)nc2c(-c3ccccc3)c(C)[nH]n2c1=O	-2%
Cc1cccc(NC(=O)COc2ccc3oc4c(c3c2)CCCC4)c1	16%
COc1cccc(C=C2Cc3ccccc3C2=O)c1	25%

The final 2 records of the part before come first, to join the parts:
SMILES	BRCA1 expr up
Cc1cccc(NC(=O)COc2ccc3oc4c(c3c2)CCCC4)c1	16%
COc1cccc(C=C2Cc3ccccc3C2=O)c1	25%
COc1cc(C2c3c(oc4cc(C)c(C)cc4c3=O)C(=O)N2CCCN2CCOCC2)ccc1O (configuration not stated)	3%
CCCNC(=O)C1(C)CCN1C(=O)Cc1ccc(C(C)C)cc1 (configuration not stated)	-2%
CCc1ccc2[nH]c(=O)c(CN(Cc3ccco3)Cc3nnnn3Cc3ccco3)cc2c1	-46%
Cc1ccc2oc(=O)c3cc(C(=O)Nc4cccc(C#N)c4)sc3c2c1	0%
CCN(CCO)c1ccc(Nc2cc(-c3ccc(-c4ccccc4)cc3)ncn2)cc1	3%
Cc1oc2ncn(C)c(=O)c2c1C(=O)Nc1ccc(F)cc1	-13%
N#Cc1cc2cc(Cl)ccc2[nH]c1=O	7%
C[C@@H](c1ccccc1)N1C[C@@H](COCc2ccccc2)Oc2cc(N3CCC[C@H]3C(N)=O)ccc2S1(=O)=O	-19%
COc1ccc(NC(=O)Cn2c(=O)ccc3cc(S(=O)(=O)N4CCCC4)ccc32)cc1Cl	-1%
CCCNC(=O)c1cc(C2CCCCN2S(=O)(=O)c2ccccc2)on1 (configuration not stated)	2%
CCN(CC)C(=O)c1cccc(-c2csc(C(C)(NC(C)=O)c3ccccc3)n2)c1 (configuration not stated)	1%
CCOC(=O)c1ccc(Nc2ccc(C(C)=O)cc2)cc1	102%
CC(C)(C)n1nnnc1C(c1cc2ccccc2o1)N1CCN(C(=O)OCc2ccccc2)CC1 (configuration not stated)	-23%
CCCCN(C=O)c1c(CC)nc2c(OCc3ccccc3C(=O)OC)cccn12	-38%
CCOC(=O)c1c(C)oc2c1c(/C=N/c1ccccn1)c(O)c1ccccc12	-28%
COc1ccc(N2CCN(C(=O)c3cc4cc5ccc(Cl)cc5nc4o3)CC2)cc1	-9%
CCc1ccccc1NC(=O)[C@@H](c1ccccc1)N1Cc2ccccc2C1=O	-9%
COC(=O)[C@]12CCCCC=C1N(Cc1ccc(Cl)cc1Cl)C(=O)[C@H](CC(=O)NCC1CCCCC1)C2	-26%
COc1ccccc1CNC(=O)C1CCN(c2nn3c(=O)cc(C)nc3s2)CC1	15%
CC(=O)Nc1ccc(NC(=O)c2ccc3c(c2)N(Cc2cccc(Cl)c2)C(=O)c2ccccc2S3(=O)=O)cc1	-31%
O=C(NCc1cccs1)c1ccc2nc([C@@H]3O[C@H](CO)[C@H](O)[C@H](O)[C@H]3O)[nH]c2c1	0%
Cc1ccc(C(O)c2ncc(-c3ccc4ccccc4c3)[nH]2)c(C)c1 (configuration not stated)	7%
CCCCC(=O)N(C)c1c(C)nc2ccc(C(=O)N(C)Cc3ccco3)cn12	-10%
CC(=O)c1cc2cccc(OC3(C)CCN(Cc4ccc(-c5ccccn5)cc4)C3)c2o1 (configuration not stated)	-7%
CC(C)c1cc(Cn2c3ccccc3c(=O)n2C(C)CBr)on1 (configuration not stated)	2%
COc1ccc(OC)c(CC(=O)Nc2ccc3c(c2)c(=O)n(C)n3Cc2cccc(C(F)(F)F)c2)c1	-22%
CCOc1ccc(OCC)c(NC(=O)CN(c2ccc(C)cc2)S(=O)(=O)c2c(C)n[nH]c2C)c1	-79%
CCc1nc2ccc(C(=O)NCCCn3ccnc3)cn2c1N(C)CCC(C)C	0%
CCOC(=O)C1=C[C@@H](C(C)(C)C)N(S(=O)(=O)c2ccc(C)cc2)[C@H]1c1ccc(Cl)c(Cl)c1	0%
CCOC(=O)C1(C)CCCN(C(=O)c2ccc(OC)cc2OC)C1 (configuration not stated)	30%
Fc1ccc(Nc2nc3ccccc3n3cnnc23)c(F)c1	32%
COc1ccc(CNC(=O)c2cc3c(=O)n(C)c4ccccc4c3n2C)cc1	2%
O=C(c1ccc2c(c1)N(Cc1ccc(Cl)cc1)C(=O)c1ccccc1S2(=O)=O)N1CCN(c2ccccn2)CC1	0%
CC1(Oc2cccc(F)c2)CCN(Cc2ccc3ccccc3c2)C1 (configuration not stated)	16%
CN(C)c1ccc(CNC(=O)C2(C)Cc3c(-c4ccc(N(C)C)cc4)ccnc3O2)cc1 (configuration not stated)	-9%
CC(CSC(=O)c1ccccc1)C(=O)N1c2ccccc2CC1C(=O)O (configuration not stated)	-18%
CC1=C(C(=O)N(C(C)C)C(C)C)CC(CC(=O)NC2CCCC2)C(=O)N1Cc1ccc(C(C)(C)C)cc1 (configuration not stated)	0%
CCOC(=O)C1=C(C)NC(=O)NC1c1cn(-c2ccccc2)nc1-c1ccc(OCC)cc1 (configuration not stated)	-24%
CCCNC(=O)C1(C)CCCN(C(=O)c2ccccc2F)C1 (configuration not stated)	2%
COCCN(CCOC)Cc1cc(=O)oc2cc(OC)ccc12	7%
CCCC(=O)N(C)c1ccc(/C=C2\C=Cc3ccccc32)cc1	u
CCOc1ccccc1NC(=O)CCNS(=O)(=O)c1ccc2c(c1)CCN2C(=O)C1CC1	-12%
CC1(C)OC(=O)C2=C(C[C@@H](CCOCc3ccccc3)O[C@H]2c2ccc(F)cc2)O1	-16%
Fc1ccc(-c2nc3ccc(Cl)cn3c2Cc2ccsc2)cc1	0%
CC1=C(C(=O)N2CCCCCC2)CC(CC(=O)NCCCN(C)C)C(=O)N1Cc1ccc(F)cc1 (configuration not stated)	4%
Cc1ccc(Cl)cc1N1CCN(C(=O)c2ccc3c(c2)N(Cc2ccccc2F)C(=O)c2ccccc2S3=O)CC1 (configuration not stated)	-5%
Cc1cccc(-n2c3nc(=O)n(C)c(=O)c-3cc3c(Cl)cccc32)c1C	-8%
c1ccc(C[C@H]2CN=C(Nc3ccccc3)N2CC2CCCC2)cc1	-12%
COc1cc(CCN(C(=O)c2cc3ccccc3[nH]2)C(c2ccccn2)c2nc3ccccc3[nH]2)cc(OC)c1 (configuration not stated)	-21%
COc1cc(CNCCSc2nnnn2C)ccc1OCc1c(F)cccc1Cl	1%

(more compounds)
SMILES	BRCA1 expr up
CCCN(CCC)C(=O)C1CCN(c2cc(C)nc3c(-c4ccc(Cl)cc4)c(C)nn23)CC1	-6%
CC(=O)Nc1cccc(-c2ccnc3c2CC(C)(C(=O)Nc2ccc(C(C)C)cc2)O3)c1 (configuration not stated)	-25%
COC(=O)[C@]12CCCCC=C1N(Cc1cccc3ccccc13)C(=O)[C@H](CC(=O)NCc1cccc3ccccc13)C2	-28%
COc1cc(OC)cc(C2=Cc3ccccc3C(CC(C)=O)N2c2ccc(-c3cccs3)cc2)c1 (configuration not stated)	-27%
CC(C)(C)C1CCc2c(sc(NC(=O)Cn3nnc(-c4cccc(C(F)(F)F)c4)n3)c2C#N)C1 (configuration not stated)	54%

Screening data as filed in PubChem BioAssay.
